From PubChem BioAssay
GLP1R cytotox: qHTS of GLP-1 Receptor Inverse Agonists: Cytotox Screen; HEK293 cAMP-luciferase reporter cells, luminescence, 24 h; actives 0.13% (n = 410,000); Potency, µM (titrated, usually from 38.3 µM), for inactives: at the highest dose activity change, negative = inhibition, usual class: inhibitors;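 further: loss of luciferase light is scored as toxicity; potency means the concentration at half of the fitted maximal effect; on the % scale 0 is the no-effect control and ±100 the full control effect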
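Seeding density was 200 cells/uL; after overnight-length (12 h) culture, 23 nL compounds went on for 24 h at 37 °C. Readout used a luciferase detection reagent, luminescence taken after 12 min at room temperature.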
GLP-1R agonist: qHTS of GLP-1 Receptor Agonists. Glucagon-like peptide 1 receptor (Homo sapiens), P43220. HEK293 GLP-1R CRE-luciferase, luminescence, 4-6 h; cells express a hypersensitive GLP-1R form. Potency, µM (series often up to 45.6 µM), without a hit: at the highest dose activation, most hits filed as activators. actives 0.007% (n = 380,000). AID 624172, 2012; further: potency means the concentration at half of the fitted maximal effect; % of control where 0% means no effect
DRD3 agonist: qHTS of D3 Dopamine Receptor Agonist: qHTS; D3R DiscoveRx beta-arrestin cells, luminescence, 90 min; D(3) dopamine receptor (Homo sapiens), P35462; max activation, %; actives 0.58% (n = 410,000); in the data active means max activation above about 30%; further: 0% is about no effect; mostly tested at two doses, the higher about 12 µM
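Agonist-mode cell screen: cells plated at 1500/well and incubated overnight at 37 °C, then exposed to library compounds for 90 min at 37 °C. Detection reagent was added for 30–60 min at room temperature, and luminescence was read.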
DRD3 antagonist: qHTS of D3 Dopamine Receptor Antagonist: qHTS; D(3) dopamine receptor (Homo sapiens), P35462; D3R cells, DiscoveRx beta-arrestin luminescence, antagonist mode; active compounds read low; max response, negative = inhibition, %; AID 652054, 2013; actives 2.5% (n = 360,000); in the data active means max response below about -50%; inconclusive means no clear call, values can overlap the other calls; further: on the % scale 0 is the no-effect control and ±100 the full control effect; mostly tested at two doses, the higher about 12 µM
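Cells expressing the human receptor were seeded at 1500 cells/well, incubated overnight at 37 degrees C in 5% CO2, then exposed to library compounds with dopamine controls for 90 minutes at 37 degrees C before luminescent detection.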
GLP1R inv ag: qHTS of GLP-1 Receptor Inverse Agonists (Inhibition Mode) | Glucagon-like peptide 1 receptor (Homo sapiens), P43220 | HEK293 GLP-1R CRE-luciferase, luminescence, 24 h; GLP-1R form is constitutively active | Potency, µM (top dose mostly 38.3 µM), without a hit: top-dose activity change, negative = inhibition, most hits filed as inhibitors | actives 1.6% (n = 410,000) | AID 624417, 2012; further: potency means the concentration at half of the fitted maximal effect; on the % scale 0 is the no-effect control and ±100 the full control effect; nearly all actives have a fitted effect of over 55% in size
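GLP-1R inverse agonism mode: basal reporter luminescence in engineered HEK293 cells measured after one day of compound exposure at 37 deg C, with a 12 min room-temperature detection step.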
PI5P4K alpha inh: qHTS for Inhibitors of phosphatidylinositol 5-phosphate 4-kinase (PI5P4K). PI5P4Kalpha enzyme, ADP-Glo luminescence, 60 min; active compounds read low. actives 1.2% (n = 330,000). Phosphatidylinositol 5-phosphate 4-kinase type-2 alpha (Homo sapiens), P48426. AID 652105, 2013. max response, %; active means max response of -50% or lower; inconclusive means between -30% and -50%; inactive means -30% or higher; further: value at the top dose of about 77 µM; on the % scale 0 is the no-effect control and ±100 the full control effect
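Controls without substrate or without enzyme flank wells where PI5P4Kalpha converts substrate using 5 microM ATP (final). Incubation lasts 60 minutes at room temperature; ADP formed is read by ADP-Glo luminescence.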
IL2 activator: qHTS of IL-2 Activators; IL-2 activation reporter assay, cell-based qHTS; stimulated with anti-CD3/CD4/CD28 beads; in transgenic mouse T cells; activation, % (series mostly up to about 46 µM); actives 0.065% (n = 360,000); AID 652025, 2013; in the data active means activation above about 50%; inconclusive means mostly about 30% to 49%; further: 0% is about no effect
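Screening format: compound pinned onto unstimulated transgenic mouse T cells, 60 min incubation, then anti-CD3/anti-CD4/anti-CD28 bead stimulation for 18 hours at 37 degrees C, followed by EGFP and DsRed detection.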
PLK1 PBD block: qHTS for Inhibitors of PLK1-PDB (polo-like kinase 1 - polo-box domain): Primary Screen; Serine/threonine-protein kinase PLK1 (Homo sapiens), P53350; Plk1 PBD binding of FITC phosphopeptide, fluorescence polarization; Potency, µM, without a hit: max response, negative = inhibition, most hits filed as inhibitors; actives 2.8% (n = 360,000); further: potency means the concentration at half of the fitted maximal effect; series mostly up to about 57 µM; on the % scale 0 is the no-effect control and ±100 the full control effect; nearly all actives have a fitted effect of over 65% in size
WRN helicase inh: qHTS for Inhibitors of WRN Helicase. Potency, µM (series often up to 114 µM), inactives show at the highest dose activity change, negative = inhibition, usual class: inhibitors. Bifunctional 3'-5' exonuclease/ATP-dependent helicase WRN (Homo sapiens), Q14191. WRN helicase unwinding, fluorescent forked duplex, kinetic. actives 0.46% (n = 360,000); further: potency means the concentration at half of the fitted maximal effect; on the % scale 0 is the no-effect control and ±100 the full control effect; nearly all actives have a fitted effect of over 55% in size
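Screening of the MLSMR collection measured strand separation of a quenched forked DNA duplex (100 nM) by 20 nM WRN with 2 mM ATP, all final. Compounds were preincubated with enzyme 15 min at room temperature.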
An asterisk follows results filed as active; & = joins results of further samples; [ ] = remark or other dose. Unless noted, the call rests on the fitted dose curve; in most records, active means well fitted curve in the direction sought with a large enough effect; inconclusive means small, poorly fitted or top-dose-only effect, or another doubt; inactive means no such curve, though single readings can be large; an effect the other way counts as inactive or inconclusive.

How did COc1cc(C(=O)NNC(=O)c2ccccc2Br)ccc1OCC(=O)N1CCOCC1 do in these assays?
GLP1R cytotox: -15%; GLP-1R agonist: 0%; DRD3 agonist: 3; DRD3 antagonist: -2; GLP1R inv ag: 11%; PI5P4K alpha inh: 8; IL2 activator: -1.0; PLK1 PBD block: -3%; WRN helicase inh: -1%

What do the screens show for `CC(O)c1nc2ccccc2n1CC(=O)N1CCN(c2ccccc2)CC1` (stereo not drawn)?
GLP1R cytotox: -1%[0.307 µM]; GLP-1R agonist: 4%; DRD3 agonist: -1; DRD3 antagonist: 7; GLP1R inv ag: 2%[0.307 µM]; PI5P4K alpha inh: 3; IL2 activator: 1.4; PLK1 PBD block: -13%; WRN helicase inh: 0%

Results for Cc1ncc(CO)c2c1Oc1nc(-c3ccccc3F)nc(SCC(=O)N(C)c3ccccc3)c1C2 ?
GLP1R cytotox: -24%; GLP-1R agonist: 2%; DRD3 agonist: 1; DRD3 antagonist: 70; GLP1R inv ag: inconclusive; PI5P4K alpha inh: -7; IL2 activator: 7.3; PLK1 PBD block: -9%; WRN helicase inh: -8%[57.1 µM]

How did O=C(c1ccccc1)N1CCCC(C(=O)N2CCc3ccccc3C2)C1 (stereo not drawn) do in these assays?
GLP1R cytotox: -5%; GLP-1R agonist: 2%; DRD3 agonist: 1; DRD3 antagonist: inconclusive; GLP1R inv ag: 0%; PI5P4K alpha inh: 0; IL2 activator: -0.9; PLK1 PBD block: -6%; WRN helicase inh: 7%

What do the screens show for `Cc1cccc(N2CCN(C(=O)CSc3ccc4c(c3)OCCO4)CC2)c1C`?
GLP1R cytotox: 2%; GLP-1R agonist: -9%; DRD3 agonist: 5; DRD3 antagonist: -22; GLP1R inv ag: inconclusive; PI5P4K alpha inh: 0; IL2 activator: 0.4; PLK1 PBD block: -17%; WRN helicase inh: 2%

How did COc1cc(/C=N/NC(=O)c2cc(C)oc2C)ccc1O do in these assays?
GLP1R cytotox: -4%; GLP-1R agonist: 13%; DRD3 agonist: 6; DRD3 antagonist: 8; GLP1R inv ag: 55%[activator]; PI5P4K alpha inh: -5; IL2 activator: 0.9; PLK1 PBD block: 1%; WRN helicase inh: -8%

How did CCN(CC(=O)Nc1c(F)cccc1F)C(=O)c1ccc(S(=O)(=O)N(CC)c2ccccc2)cc1 do in these assays?
GLP1R cytotox: 3%; GLP-1R agonist: 2%; DRD3 agonist: 1; DRD3 antagonist: 10; GLP1R inv ag: 0%; PI5P4K alpha inh: -1; IL2 activator: -0.2; PLK1 PBD block: 2%; WRN helicase inh: 3%

What do the screens show for `O=[N+]([O-])c1ccc(CN2CCN(c3ccc(Cl)cc3)CC2)o1`?
GLP1R cytotox: -5%; GLP-1R agonist: 7%; DRD3 agonist: -14; DRD3 antagonist: -27; GLP1R inv ag: -23%; PI5P4K alpha inh: 0; IL2 activator: -3.8; PLK1 PBD block: 5%; WRN helicase inh: -1%

Results for CN(C(=O)Nc1cn(C)c(=O)c2ccccc12)c1ccccc1 ?
GLP1R cytotox: 3%; GLP-1R agonist: -1%; DRD3 agonist: 1; GLP1R inv ag: 0%

How did CCOC(=O)N1CCC(N2C(=O)c3ccc(C(=O)Nc4cccc(OC)c4)cc3C2=O)CC1 do in these assays?
GLP1R cytotox: -5%; GLP-1R agonist: -4%; DRD3 agonist: 1; DRD3 antagonist: 7; GLP1R inv ag: 12%; PI5P4K alpha inh: 3; IL2 activator: -0.8; PLK1 PBD block: 1%; WRN helicase inh: -1%

What do the screens show for `CC1CC(C)CN(C(=O)c2ccc(NC(=O)c3ccc(=O)[nH]c3)cc2)C1` (stereo not drawn)?
GLP1R cytotox: 12%; GLP-1R agonist: 8%; DRD3 agonist: 4; DRD3 antagonist: -16; GLP1R inv ag: 11%; PI5P4K alpha inh: -1; IL2 activator: -1.3; PLK1 PBD block: -9%; WRN helicase inh: 1%

How did CN(C)c1ccc(C(c2nnnn2C(C)(C)C)N2CCN(C(=O)c3ccco3)CC2)cc1 (stereo not drawn) do in these assays?
GLP1R cytotox: -12%; GLP-1R agonist: -1%; DRD3 agonist: 3; DRD3 antagonist: 19; GLP1R inv ag: -6%; PI5P4K alpha inh: -7; IL2 activator: 0.2; PLK1 PBD block: -2%; WRN helicase inh: -29%

What do the screens show for `Cc1nc2ccccn2c1C(=O)C(=O)Nc1cc(F)ccc1F`?
GLP1R cytotox: 2%; GLP-1R agonist: 0%; DRD3 agonist: 9; DRD3 antagonist: 0; GLP1R inv ag: 20%; PI5P4K alpha inh: 3; IL2 activator: 2.8; PLK1 PBD block: 3%; WRN helicase inh: 5%

Results for O=C1CC(N2CCN(Cc3ccc4c(c3)OCO4)CC2)C(=O)N1c1ccccc1 (stereo not drawn) ?
GLP1R cytotox: 10%; GLP-1R agonist: -10%; DRD3 agonist: -21; DRD3 antagonist: -21; GLP1R inv ag: -7%; IL2 activator: -3.1; PLK1 PBD block: -10%; WRN helicase inh: -7%

What do the screens show for `Cc1cccc(C)c1N/C=C/c1onc(C)c1[N+](=O)[O-]`?
GLP1R cytotox: 54%[activator]; GLP-1R agonist: 25%; DRD3 agonist: -5; DRD3 antagonist: -29; GLP1R inv ag: 9%; PI5P4K alpha inh: 6; IL2 activator: 1.0; PLK1 PBD block: -8%; WRN helicase inh: -3%

How did NC(=O)C1Cc2ccccc2CN1S(=O)(=O)c1cccs1 (stereo not drawn) do in these assays?
GLP1R cytotox: -2%; GLP-1R agonist: 4%; DRD3 agonist: -5; DRD3 antagonist: 3; GLP1R inv ag: 25%; PI5P4K alpha inh: -2; IL2 activator: 2.8; PLK1 PBD block: 6%; WRN helicase inh: 2%

How did O=C(c1cc2ccccc2o1)N1CCN(Cc2ccccc2)CC1 do in these assays?
GLP1R cytotox: -4%; GLP-1R agonist: 8%&9%; DRD3 agonist: -27&7; DRD3 antagonist: -77*; GLP1R inv ag: -15%; PI5P4K alpha inh: -3; IL2 activator: 0.7; PLK1 PBD block: 3%; WRN helicase inh: -9%

How did O=C(CCn1cnnn1)N1CCCC(Nc2ccc(F)cc2)C1 (stereo not drawn) do in these assays?
GLP1R cytotox: -6%; GLP-1R agonist: 9%; DRD3 agonist: 0; DRD3 antagonist: 6; GLP1R inv ag: 19%; PI5P4K alpha inh: 6; IL2 activator: -4.1; PLK1 PBD block: 1%; WRN helicase inh: -12%

What do the screens show for `CC(=O)Nc1ccc(NC(=O)CSc2nnc(NC(=O)C3CC(=O)N(c4ccc(F)cc4)C3)s2)cc1` (stereo not drawn)?
GLP1R cytotox: 6%; GLP-1R agonist: -4%; DRD3 agonist: -1; DRD3 antagonist: 5; GLP1R inv ag: 20%; PI5P4K alpha inh: -12; IL2 activator: 8.4; PLK1 PBD block: -10%; WRN helicase inh: -28%

Results for CC(=O)Nc1cc(C(=O)N2CCCC2)ccc1Sc1ccc(Cl)cc1 ?
GLP1R cytotox: 3%; GLP-1R agonist: 0%; DRD3 agonist: 63*; DRD3 antagonist: 58; GLP1R inv ag: 0%; IL2 activator: 2.1; PLK1 PBD block: -7%; WRN helicase inh: 7%

How did CCOc1ccccc1N1CCN(CC(=O)NCCc2ccc(S(N)(=O)=O)cc2)CC1 do in these assays?
GLP1R cytotox: -7%; GLP-1R agonist: -1%; DRD3 agonist: 3; DRD3 antagonist: 16; GLP1R inv ag: 3%; PI5P4K alpha inh: -2; IL2 activator: -3.3; PLK1 PBD block: 0%; WRN helicase inh: 0%

What do the screens show for `CC(C)(C)NC(=O)c1cccnc1Sc1ccccc1`?
GLP1R cytotox: 3%; GLP-1R agonist: -3%; DRD3 agonist: -14; DRD3 antagonist: -18; GLP1R inv ag: 52%[activator]; PI5P4K alpha inh: -3; IL2 activator: -0.6; PLK1 PBD block: -10%; WRN helicase inh: -4%

Results for CCn1c(SCC(=O)Nc2ccccc2C(=O)OC)nnc1-c1ccc(N)cc1 ?
GLP1R cytotox: -14%; GLP-1R agonist: 16%; DRD3 agonist: 7; DRD3 antagonist: 1; GLP1R inv ag: 3%; IL2 activator: -1.0; PLK1 PBD block: -8%; WRN helicase inh: -2%

What do the screens show for `COc1ccccc1C(c1nnnn1C(C)(C)C)N1CCN(Cc2ccncc2)CC1` (stereo not drawn)?
GLP1R cytotox: -6%; GLP-1R agonist: -3%; DRD3 agonist: -2; DRD3 antagonist: -15; GLP1R inv ag: 6%; PI5P4K alpha inh: -17; IL2 activator: -0.2; PLK1 PBD block: inconclusive; WRN helicase inh: -1%

What do the screens show for `CC(C)=NN1C(c2nonc2N)=NOC1(C)C`?
GLP1R cytotox: 6%; GLP-1R agonist: 5%; DRD3 agonist: -6; DRD3 antagonist: -8; GLP1R inv ag: -3%; PI5P4K alpha inh: -8; IL2 activator: 2.3; PLK1 PBD block: inconclusive; WRN helicase inh: -18%

What do the screens show for `N/C(Cc1cccs1)=N\OC(=O)COc1ccccc1Cl`?
GLP1R cytotox: -1%; GLP-1R agonist: -1%; DRD3 agonist: -4; DRD3 antagonist: 2; GLP1R inv ag: inconclusive; PI5P4K alpha inh: -1; IL2 activator: -0.6; PLK1 PBD block: -17%; WRN helicase inh: 1%

How did CN1CCCC(C)(C(=O)Nc2cccc(Oc3ccccc3)c2)C1 (stereo not drawn) do in these assays?
GLP1R cytotox: 12%; GLP-1R agonist: 3%; DRD3 agonist: -11; DRD3 antagonist: inconclusive; GLP1R inv ag: 13µM*; PI5P4K alpha inh: -3; IL2 activator: 1.5; PLK1 PBD block: -11%; WRN helicase inh: 4%
